DT40 TDP1 no CPT: qHTS for Inhibitors of human tyrosyl-DNA phosphodiesterase 1 (TDP1): qHTS in cells in absence of CPT | DT40 Tdp1-/- hTDP1 cells, no CPT, ATP luminescence, 48 h | Potency, µM (titrated, usually from 46.2 µM), without a hit: at the highest dose activity change, negative = growth inhibition, most hits filed as inhibitors | 15% of 420,000 active; also: nearly all actives have a fitted effect of over 55% in size
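No-CPT arm: Tdp1-/-;hTDP1 DT40 cells (400/well) plus compounds, incubated ≥48 hr at 37 °C. Readout CellTiter-Glo luminescence.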
TDP1 cell CPT: growth inhibition of DT40 Tdp1-/-;hTDP1 cells with camptothecin (screen for TDP1 inhibitors) | chicken DT40 Tdp1-/-;hTDP1 cells + 20 nM CPT, ATP luminescence, 48 h | Potency, µM (highest dose often 46.2 µM), for the others: at the top dose activity change, negative = growth inhibition, actives largely listed as inhibitors | 12% of 420,000 active; also: nearly all actives have a fitted effect of over 55% in size
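Chicken DT40 Tdp1-/- cells complemented with human TDP1, 400 cells/well, exposed to compounds plus 20 nM camptothecin for at least 48 h at 37 C; viability read as ATP content by CellTiter-Glo luminescence.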
KAT2A inh: inhibitors of human GCN5L2 histone acetyltransferase; Q92830; GCN5L2 HAT assay, ThioGlo1 CoA-SH fluorescence; Potency, µM (doses to about 58.9 µM), for the others: at the top dose activity change, negative = inhibition, hits mostly inhibitors; 0.21% of 390,000 active; AID 504327
Target sequence (Q92830 whole entry, looked up): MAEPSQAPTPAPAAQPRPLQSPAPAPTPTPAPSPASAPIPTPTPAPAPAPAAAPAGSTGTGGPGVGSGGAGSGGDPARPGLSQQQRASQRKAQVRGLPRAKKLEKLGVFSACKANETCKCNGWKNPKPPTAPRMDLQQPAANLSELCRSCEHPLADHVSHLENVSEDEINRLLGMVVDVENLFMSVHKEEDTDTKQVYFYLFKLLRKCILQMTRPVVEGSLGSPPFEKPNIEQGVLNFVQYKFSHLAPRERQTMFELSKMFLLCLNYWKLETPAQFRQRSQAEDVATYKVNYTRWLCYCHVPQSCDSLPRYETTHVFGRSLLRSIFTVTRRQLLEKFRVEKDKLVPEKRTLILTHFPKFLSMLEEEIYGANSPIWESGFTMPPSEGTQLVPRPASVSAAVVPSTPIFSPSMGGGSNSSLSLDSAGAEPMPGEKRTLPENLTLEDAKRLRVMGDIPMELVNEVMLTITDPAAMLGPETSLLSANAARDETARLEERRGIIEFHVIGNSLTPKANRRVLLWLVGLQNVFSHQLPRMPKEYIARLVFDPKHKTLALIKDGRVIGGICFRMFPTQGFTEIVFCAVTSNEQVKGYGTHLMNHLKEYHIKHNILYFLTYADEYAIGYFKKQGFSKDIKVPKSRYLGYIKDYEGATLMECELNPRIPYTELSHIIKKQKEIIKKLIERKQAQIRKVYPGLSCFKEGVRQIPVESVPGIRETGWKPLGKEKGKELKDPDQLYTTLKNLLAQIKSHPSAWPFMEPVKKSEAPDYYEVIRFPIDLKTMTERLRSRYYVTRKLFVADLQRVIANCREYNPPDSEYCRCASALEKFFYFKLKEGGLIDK
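GCN5L2 (20nM final) in 50mM HEPES, 0.1mM EDTA pH 7.5, 0.01% Tween-20 was preincubated 15 min at room temperature with compound, then given ThioGlo1 (50uM), H3(1-25) peptide (75uM) and acetyl-CoA (70uM); CoA-thiol fluorescence (Ex340/Em540) was read at 0 and 20 min.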
Numbers without * were called inactive; ? = inconclusive; / = no result given; & = joins results of further samples; [ ] = another dose, or the depositor's remark. Calls follow the shape of the dose curve; as a rule, active = well fitted curve in the direction sought with a large enough effect; inconclusive = small, poorly fitted or top-dose-only effect, or another doubt; inactive = no such curve, though single readings can be large; an effect the other way counts as inactive or inconclusive. % is scaled to controls: 0 for no effect and ±100 for the full control effect; potency is read from the fitted curve at half-maximal effect. An unsorted share of the library; about 18% have a hit in one of these screens.

The first 11 compounds, to show the layout:
entry	smiles	DT40 TDP1 no CPT	KAT2A inh	TDP1 cell CPT
1	COCCCNC(=O)c1sc2nc(C)c(C(=O)Nc3ccc(C)cc3C)c(-c3ccc(Br)cc3)c2c1N	?	-24%	?
2	Cc1ccc(S(=O)(=O)N2CCCC(C(=O)N3CCCc4ccccc43)C2)cc1 (stereo not given)	21µM*	-2%	21µM*
3	CCOC(=O)NNC1CC(=O)N(c2ccccc2)C1=O (stereo not given)	-11%	1%	-21%
4	CN(Cc1ccc(Cl)c(Cl)c1)C(C(=O)NCc1ccccc1)c1ccco1 (stereo not given)	?	/	?
5	COc1ccc(-c2nn(-c3ccccc3)cc2C(=O)Nc2cccc(C(=O)O)c2)cc1[N+](=O)[O-]	?	-4%	-17%
6	COc1cccc(C2C(C(N)=O)=C(C)Nc3nc(CCCO)nn32)c1 (stereo not given)	13%&-1%	?	-1%&1%
7	COc1ccc(CCN2C(=O)C3C(C2=O)C2C=CC3C23CC3)cc1OC (stereo not given)	-6%	-3%	7%
8	CCOc1ccc(NC(=O)CSc2oc(-c3ccco3)nc2S(=O)(=O)c2ccc(C)cc2)cc1	?	-4%	?
9	O=S(=O)(Nc1ccon1)c1ccc(Br)s1	-1%	-3%	-3%
10	CCS(=O)(=O)N1CCC(C(=O)Nc2ccc(C(C)=O)cc2)CC1	10%	-7%	0%
11	O=C(c1ccco1)N1CCCC(c2nc(-c3ccc(S(=O)(=O)NCc4ccccc4)cc3)no2)C1 (stereo not given)	18µM*	-7%	13µM*

Results (from the top)
entry	smiles	DT40 TDP1 no CPT	KAT2A inh	TDP1 cell CPT
1	COCCCNC(=O)c1sc2nc(C)c(C(=O)Nc3ccc(C)cc3C)c(-c3ccc(Br)cc3)c2c1N	?	-24%	?
2	Cc1ccc(S(=O)(=O)N2CCCC(C(=O)N3CCCc4ccccc43)C2)cc1 (stereo not given)	21µM*	-2%	21µM*
3	CCOC(=O)NNC1CC(=O)N(c2ccccc2)C1=O (stereo not given)	-11%	1%	-21%
4	CN(Cc1ccc(Cl)c(Cl)c1)C(C(=O)NCc1ccccc1)c1ccco1 (stereo not given)	?	/	?
5	COc1ccc(-c2nn(-c3ccccc3)cc2C(=O)Nc2cccc(C(=O)O)c2)cc1[N+](=O)[O-]	?	-4%	-17%
6	COc1cccc(C2C(C(N)=O)=C(C)Nc3nc(CCCO)nn32)c1 (stereo not given)	13%&-1%	?	-1%&1%
7	COc1ccc(CCN2C(=O)C3C(C2=O)C2C=CC3C23CC3)cc1OC (stereo not given)	-6%	-3%	7%
8	CCOc1ccc(NC(=O)CSc2oc(-c3ccco3)nc2S(=O)(=O)c2ccc(C)cc2)cc1	?	-4%	?
9	O=S(=O)(Nc1ccon1)c1ccc(Br)s1	-1%	-3%	-3%
10	CCS(=O)(=O)N1CCC(C(=O)Nc2ccc(C(C)=O)cc2)CC1	10%	-7%	0%
11	O=C(c1ccco1)N1CCCC(c2nc(-c3ccc(S(=O)(=O)NCc4ccccc4)cc3)no2)C1 (stereo not given)	18µM*	-7%	13µM*
12	COc1ccc(N(C)C(=O)CN(C)S(=O)(=O)c2ccc3c(c2)c(=O)n(C)c(=O)n3C)c(OC)c1	?	-2%	9%
13	O=C(O)c1ccc(Cl)c(NC(=S)NC(=O)c2ccccc2[N+](=O)[O-])c1	12%	-5%	-3%
14	CCCCCn1c(CN2CCN(Cc3ccccc3)CC2)nc2c1c(=O)[nH]c(=O)n2C	?	-6%	?
15	COc1ccc(CCNC(=O)CNC(=O)c2ccc(Br)o2)cc1OC	4%	-6%	-2%
16	CCOC(=O)[C@]12CCCC=C1N(Cc1ccco1)C(=O)[C@H](CC(=O)N1CCCC1)C2	-8%	/	-6%
17	COCCCn1c(-c2ccccc2Cl)n[nH]c1=S	1%	0%	1%
18	O=C(O)c1cccc(Nc2ncnc3scc(-c4ccccc4)c23)c1	?	-10%	?
19	O=C(CCN1C(=O)c2ccccc2C1=O)N1CCN(c2ccccn2)CC1	-12%	-4%	0%
20	Cc1nc(SCC(=O)N(CC(C)C)C2CCS(=O)(=O)C2)c2ccccc2n1 (stereo not given)	?	-2%	-24%
21	CN(C)c1ccc(CNC(=O)/C=C/[C@H]2O[C@@H](n3cnc4c(NC(=O)c5ccccc5)ncnc43)[C@H](O)[C@@H]2O)cc1	2%	/	-6%
22	CC(=O)Oc1ccc2oc(-c3ccccc3)c(C(N)=O)c2c1	?	7%	?
23	Cn1cccc1C(=O)N1CCC2(CCN(Cc3nccs3)CC2)CC1	-19%	-7%	-2%
24	CCN(C(=O)CSc1nc2cc(S(=O)(=O)N(CC)CC)ccc2n1CC)C1CCS(=O)(=O)C1 (stereo not given)	-7%	3%	-2%

An excerpt from above in order of formula weight, lowest first.
entry	smiles	DT40 TDP1 no CPT	KAT2A inh	TDP1 cell CPT
17	COCCCn1c(-c2ccccc2Cl)n[nH]c1=S	1%	0%	1%
23	Cn1cccc1C(=O)N1CCC2(CCN(Cc3nccs3)CC2)CC1	-19%	-7%	-2%
19	O=C(CCN1C(=O)c2ccccc2C1=O)N1CCN(c2ccccn2)CC1	-12%	-4%	0%

More records follow:
entry	smiles	DT40 TDP1 no CPT	KAT2A inh	TDP1 cell CPT
25	O=C(OCCN(C1=NS(=O)(=O)c2ccccc21)c1ccc(Cl)cc1)c1ccco1	-28%	-1%	-24%
26	CCc1ccc(NC(=O)CS(=O)CC(=O)Nc2ccc(-n3cnnn3)c(C)c2)cc1 (stereo not given)	-12%	-2%	-8%
27	COCc1ccc(C(=O)N2CCCC(C(=O)c3ccc(SC)cc3)C2)s1 (stereo not given)	?	-3%	?
28	Cc1ccc(-c2nnc(SCC(=O)N/N=C/c3ccc(C)s3)n2-c2ccccc2)cc1	18µM*	-6%	?
29	COc1cc(NC(=O)C(=O)Nc2ccc3nc4n(c(=O)c3c2)CCCCC4)cc(OC)c1OC	?	-15%&-6%	?
30	COc1ccc(NC(=O)C2c3ccccc3OCC(=O)N2Cc2cccnc2)cc1 (stereo not given)	3%	/	6%
31	CN1CCN(C(=O)CCN2C(=O)c3ccccc3C2=O)CC1	-2%	-1%	-1%
32	C[C@H](CO)N1C[C@H](C)[C@@H](CN(C)Cc2ccc3c(c2)OCO3)Oc2cc(Br)ccc2S1(=O)=O	7.3µM*	/	21µM*
33	S=C(NCC1CCCO1)Nc1ccccc1 (stereo not given)	-6%	-8%	2%
34	CCOC(=O)COc1ccc(C(c2c(C)[nH][nH]c2=O)c2c(C)[nH][nH]c2=O)cc1	-6%	-8%	-26%
35	CC(=O)N1c2ccc(S(=O)(=O)N(C)CC(=O)Nc3cccc(C)c3)cc2CC1C (stereo not given)	?	-4%	?
36	CCOC(=O)N1CCN(C(=O)NC23CC4CC(CC(C4)C2)C3)CC1	-23%	3%	-3%
37	CCN1CCc2[nH]c3ccccc3c2C1	-8%	-11%	-6%
38	O=C(COC(=O)c1cnccn1)N=c1sccn1Cc1ccccc1Cl	-14%	-5%	4%
39	CN(C)CCCNC(=O)c1cccc(-c2cnc3cccnn23)c1	2%	/	1%
40	CC(C)(C)n1ncc2c(=O)n(CC(=O)OCc3ccccc3)cnc21	-26%	-14%	-12%
41	Cc1ccc2c(c1)N(C)/C(=C/c1cccc[n+]1C)S2	0.52µM*	-16%	3.7µM*
42	CC(C)(C)OC(=O)N1CCCC(C(=O)Nc2cccc(C(=O)NCCCc3ccccc3)c2)C1 (stereo not given)	?	/	?
43	COc1cccc2cc(-c3cn4c(n3)sc3cc(F)ccc34)c(=O)oc12	-4%	-5%	5%
44	CC1(C(=O)NCc2cccc3ccccc23)CCN1Cc1ccc2ccccc2c1 (stereo not given)	18µM*	/	18µM*
45	COc1ccc(/C=N/c2c(-c3ccc(OC)cc3)nc3n2CCS3)cc1	16µM*	-9%	?
46	Cc1cccnc1NS(=O)(=O)c1cccc([N+](=O)[O-])c1	-6%	-6%	-14%
47	COc1ccc(C2c3cc(OC)c(OC)cc3CC(=O)N2c2ccc(C)cc2)cc1 (stereo not given)	21µM*	-11%	13µM*
48	CCC(=O)Nc1ccc(NC(=O)c2ccco2)c(OC)c1	1%	-3%	1%
49	COc1cc(NC(=O)CSc2nnnn2Cc2ccc3c(c2)OCO3)cc(OC)c1	5%	-5%[0.501 µM]	-13%
50	CCC(C)Nc1nc(OC(C(F)(F)F)C(F)(F)F)nc(OC(C(F)(F)F)C(F)(F)F)n1 (stereo not given)	-28%	-1%	-20%
51	COc1cccc(NC(=S)NCc2ccc(F)cc2)c1	1%	-4%	7%
52	CCOc1ccc(-c2ccc(SC)nn2)cc1	8.2µM*	-4%	-30%
53	Cc1ccc(-n2c(=O)c3c(cnn3C)n(CC(=O)Nc3ccccc3C)c2=O)cc1	-13%	-6%	-19%
54	CCOc1ncccc1C(=O)OC(C)C(=O)Nc1ccc(Cl)cn1 (stereo not given)	?	-4%	-27%
55	O=[N+]([O-])c1ccccc1S(=O)(=O)N1CCSCC1	8%	-4%	-3%
56	Cc1ccc(CN(C(=O)COc2ccc(C(C)(C)C)cc2)C2CCS(=O)(=O)C2)o1 (stereo not given)	21µM*	-1%	?
57	Cc1ccccc1NC(=S)NNc1ncc(C(F)(F)F)cc1Cl	-26%	13%	-11%
58	O=C(CSc1nc2ccccc2[nH]1)c1ccccc1F	-26%	-7%	0%
59	CCn1nc(C(=O)OCC(=O)Nc2ncc(Cl)c(C)c2Cl)c2ccccc2c1=O	-18%	-20%	-16%
60	Cc1ccc(C(C(=O)NC2CCCCC2)N(C(=O)c2csnn2)c2ccccc2F)o1 (stereo not given)	?	-2%	-18%
61	Cc1cc(C)cc(NC(=O)NC2CCCCCCC2)c1	3%	-2%	-26%
62	Cc1ccc(S(=O)(=O)N2CCCC2CNC(=O)C(=O)NCc2cccs2)cc1 (stereo not given)	?	-1%	?
63	O=C(C[n+]1cccc(Br)c1)c1ccc(-c2ccccc2)cc1	?	-7%	?
64	CCC(CO)NC(=O)C(=O)Nc1c2c(nn1-c1ccc(F)cc1)CSC2 (stereo not given)	3%	-7%	-6%
65	O=C1C(Cl)=C(O)C2(Cl)C(Cl)=C(Cl)C12Cl (stereo not given)	-14%	/	-7%
66	Cc1cccc(C(=O)NCC(=O)NC(C)CCc2ccccc2)c1 (stereo not given)	6%	0%	1%
67	CC(C)CSc1nnc(CNC(=O)c2ccccn2)n1C	-7%	/	4%
68	Cc1csc(NC(=O)Nc2ccccc2[N+](=O)[O-])n1	-20%	-10%	0%
69	COc1ccc([N+](=O)[O-])cc1N(CC(=O)NC(C(C)C)C(C)C)S(C)(=O)=O	-18%	-4%	-1%
70	S=c1[nH]nc(-c2cc(-c3ccsc3)n[nH]2)n1-c1ccccc1	-20%	-2%	?
71	CSc1ccccc1NC(=O)c1ccccn1	2.1µM*	-5%	1.3µM*
72	COc1ccc(/C=C/C(=O)NC(=S)Nc2ccccc2)cc1OC	-15%	-13%	11%
73	C#CCO[C@@H]1C[C@H](n2cnc3c(NC(=O)c4ccccc4)ncnc32)O[C@@H]1CO	-5%	0%	-8%
74	Fc1ccc(CN2CCSCC2)cc1F	-12%	-11%	1%
75	COC(=O)c1coc(-c2ccc(C)cc2)c1C(=O)OC	-11%	-6%	?
76	Cc1c(CCC(C)C)c(-n2ccnc2C)n2c(nc3ccccc32)c1C#N	?	-10%	?
77	CCOC(=O)C1=C(C)NC(=O)NC1c1ccc(OC(=O)c2ccco2)c(OC)c1 (stereo not given)	-19%	-8%	-16%
78	CN(Cc1ccco1)c1ncnc2ccc(-c3cccc(C#N)c3)cc12	23µM*	-26%	23µM*
79	CC(C)(C)C1CCC(=O)C(C2(O)C(=O)Nc3ccccc32)C1 (stereo not given)	-1%	0%	-19%
80	Cc1nc(NC(=O)COC(=O)c2ccc(CO)cc2)c(Cl)cc1Cl	-3%	-1%	-8%

Other entries follow:
entry	smiles	DT40 TDP1 no CPT	KAT2A inh	TDP1 cell CPT
81	Cc1cc(NC(=O)CCC(=O)N(CC(=O)NCC2CCCO2)c2ccc(Cl)c(Cl)c2)no1 (stereo not given)	-3%	-2%	-2%
82	Cc1ccc(Cn2c(N3CCN(C)CC3)nc3c2c(=O)[nH]c(=O)n3C)cc1	4%	-4%	-4%
83	CC(=O)c1cccc(NC(=O)c2ccc(NS(=O)(=O)c3c(C)noc3C)cc2)c1	3%	-14%	-14%
84	Cc1ccccc1C(=O)NCC(=O)NCC1(N2CCOCC2)CCCCC1	-16%	-13%	-4%
85	CCc1cccc(NC(=O)C2CCN(S(=O)(=O)c3cccc(-c4noc(C)n4)c3)CC2)c1	21µM*	-6%	?
86	CCc1nc2ccc(C(=O)NCCCN3CCCC3=O)cn2c1N(CC)C(=O)NCCc1ccccc1	-4%	/	-16%

Source: PubChem (National Center for Advancing Translational Sciences (NCATS))
